TRHR enhancer = qHTS for Small Molecule Agonists and Allosteric Enhancers of Human TRH Receptor: Primary Screen for Enhancers | Thyrotropin-releasing hormone receptor (Homo sapiens), P34981 | TRHR cells, fluo-8 calcium fluorescence, EC20 TRH enhancement | enhancement, % at 2 µM | 360,000 tested, 0.66% active; in the data active = enhancement above about 30%; also: 0% is about no effect
Target sequence (P34981 whole entry, looked up): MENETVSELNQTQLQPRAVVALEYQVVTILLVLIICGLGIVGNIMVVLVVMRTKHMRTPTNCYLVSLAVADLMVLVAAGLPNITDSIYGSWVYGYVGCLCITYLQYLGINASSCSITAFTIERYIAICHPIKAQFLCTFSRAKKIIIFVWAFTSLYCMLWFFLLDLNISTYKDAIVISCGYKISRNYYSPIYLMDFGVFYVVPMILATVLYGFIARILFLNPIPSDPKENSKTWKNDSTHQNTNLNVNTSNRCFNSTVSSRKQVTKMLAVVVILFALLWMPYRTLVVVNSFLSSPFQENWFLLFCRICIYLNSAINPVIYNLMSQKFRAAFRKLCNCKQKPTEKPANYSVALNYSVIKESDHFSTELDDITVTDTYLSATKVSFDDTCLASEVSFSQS
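TRHR-expressing cells loaded with fluo-8 calcium dye were read kinetically (ex 480/em 530) during compound addition, then stimulated with an EC20 of TRH (10 nM final). Enhancement of the Gq-mediated intracellular calcium response was scored.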
Anesthetic bind = qHTS Assay for Identification of Novel General Anesthetics; Ferritin light chain (Equus caballus), P02791; apoferritin/1-aminoanthracene competitive binding, fluorescence; Potency, µM (highest dose often 77.5 µM), for the others: top-dose activity change, negative = displacement, most hits filed as inhibitors; 350,000 tested, 0.074% active; AID 485281, 2010; also: potency is read from the fitted curve at half-maximal effect; % is scaled to controls: 0 for no effect and ±100 for the full control effect; nearly all actives have a fitted effect of over 20% in size
Target sequence (P02791 2-175 limits assumed): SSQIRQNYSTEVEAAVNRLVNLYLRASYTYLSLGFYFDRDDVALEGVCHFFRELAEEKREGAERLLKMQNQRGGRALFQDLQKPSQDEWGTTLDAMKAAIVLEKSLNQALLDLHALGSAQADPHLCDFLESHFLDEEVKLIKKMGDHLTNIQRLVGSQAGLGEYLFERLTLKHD
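Read-out: endpoint 1-AMA fluorescence, excitation 380 nm and emission 535 nm, after compounds sit 10 min at room temperature with 10 uM horse-spleen apoferritin in 50% saturated 1-AMA/PBS. Values come from four-parameter Hill fits.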
RXFP1 ag = qHTS Assay for Agonists of the Relaxin Receptor RXFP1; HEK293T-RXFP1 cAMP TR-FRET, 30 min; response scale: percent of porcine relaxin response, buffer zero; Potency, µM (highest dose often 57.5 µM), without a hit: top-dose activation, actives largely listed as activators; 370,000 tested, 0.3% active; AID 2676, 2010; also: potency is read from the fitted curve at half-maximal effect; % is scaled to controls: 0 for no effect and ±100 for the full control effect; nearly all actives have a fitted effect of over 60% in size; many of its hits are not listed in these tables
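HEK293T cells stably expressing RXFP1 were pretreated with the PDE4 inhibitor Ro 20174, exposed to compounds for 30 min at 37C, lysed, and cAMP was read by TR-FRET. Data normalized to buffer (basal) and 29 nM porcine relaxin (100%).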
RXFP1 antag = qHTS Assay for Antagonists of the Relaxin Receptor RXFP1. Relaxin receptor 1 (Homo sapiens), Q9HBX9. AID 1259400, 2018. activity change, negative = inhibition, % at 57.5 µM. HEK293-RXFP1, relaxin-stimulated cAMP HTRF, 30 min; active compounds read low. 350,000 tested, 0.59% active;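 active = activity change of -60% or lower, but not beyond a set lower limit; inconclusive = change between -60% and -40%, or beyond the set limit; inactive = change above -40%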; also: % is scaled to controls: 0 for no effect and ±100 for the full control effect
D1 antagonist = Antagonist of Human D 1 Dopamine Receptor: qHTS | D(1A) dopamine receptor (Homo sapiens), P21728 | HEK293 TREx D1 cells, calcium flux, dopamine EC80; active compounds read low | activity change, negative = inhibition, % at 10 µM | 360,000 tested, 3.2% active | AID 504652, 2011; in the data active = activity change below about -30%; also: % is scaled to controls: 0 for no effect and ±100 for the full control effect
Target sequence (P21728 whole entry, looked up): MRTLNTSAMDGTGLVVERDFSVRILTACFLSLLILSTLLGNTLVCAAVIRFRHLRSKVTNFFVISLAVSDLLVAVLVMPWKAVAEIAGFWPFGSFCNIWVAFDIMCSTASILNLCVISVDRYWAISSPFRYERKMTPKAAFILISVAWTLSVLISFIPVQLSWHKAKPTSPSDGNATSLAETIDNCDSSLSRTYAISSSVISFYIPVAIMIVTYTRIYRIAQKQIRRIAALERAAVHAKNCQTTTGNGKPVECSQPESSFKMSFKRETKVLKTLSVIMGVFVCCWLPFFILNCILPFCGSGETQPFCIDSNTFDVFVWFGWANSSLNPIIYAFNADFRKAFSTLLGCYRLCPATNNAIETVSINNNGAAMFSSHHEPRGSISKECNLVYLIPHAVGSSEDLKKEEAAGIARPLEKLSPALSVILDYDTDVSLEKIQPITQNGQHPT
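Cells carrying a force-coupled, tetracycline-inducible human D1 receptor report calcium flux. Each well gets a 10 s baseline, compound with 180 s monitoring, then an EC80 dopamine stimulus with a second 180 s kinetic read.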
D1 ag = Allosteric Agonists of the Human D1 Dopamine Receptor: qHTS; HEK293 T-REx D1 cells, calcium flux, agonist mode; activation, % at 2 µM; 360,000 tested, 1% active; AID 504660, 2011; in the data active = activation above about 30%; also: 0% is about no effect
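Inducible HEK293 T-REx D1 cells, force-coupled to calcium signalling, were plated at 4000 cells/well with tetracycline and held overnight at 30 C. After no-wash calcium dye loading, compound-evoked calcium rise over 180 s flagged agonists.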
TRHR agonist = qHTS for Small Molecule Agonists and Allosteric Enhancers of Human TRH Receptor: Primary Screen for Agonists | Thyrotropin-releasing hormone receptor (Homo sapiens), P34981 | TRHR cells, calcium flux fluo-8, FDSS agonist mode | activation, % at 2 µM | 360,000 tested, 0.18% active; in the data active = activation above about 30%; also: 0% is about no effect
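TRHR-expressing cells loaded with fluo-8 calcium dye; 23 nL library compound pin-transferred, kinetic FDSS fluorescence (Ex 480/Em 530) recorded about 180 s for agonist-induced calcium release, before a 10 nM TRH EC20 addition for potentiator mode.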
D2 potentiator = HTS Assay for Positive Allosteric Modulators of the Human D2 Dopamine Receptor: Primary Screen for Potentiators | D(2) dopamine receptor (Homo sapiens), P14416 | HEK293 T-REx D2, calcium flux, EC20 dopamine potentiation | potentiation, % at 10 µM | 340,000 tested, 0.34% active | AID 485347, 2010;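 active = potentiation over 3 SD above the plate norm, cut at about 30% in these data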; also: 0% is about no effect
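Potentiation of an EC20 dopamine calcium response is measured in a force-coupled, tetracycline-inducible Hek293 Trex D2 line. Compound-only kinetic reads over 180 s flag agonists before dopamine addition.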
D1 potentiator = Potentiators of Human D1 Dopamine Receptor: qHTS; D(1A) dopamine receptor (Homo sapiens), P21728; HEK293 TREx D1 cells, calcium flux, dopamine EC20 potentiation; potentiation, % at 10 µM; 360,000 tested, 0.036% active; AID 504651, 2011; in the data active = potentiation above about 30%; also: 0% is about no effect
An asterisk follows results filed as active; ? = inconclusive; · = not tested or not shown; & = joins results of further samples; [ ] = another dose, or the depositor's remark. Unless noted, calls follow the shape of the dose curve; as a rule, active = well fitted curve in the direction sought with a large enough effect; inconclusive = small, poorly fitted or top-dose-only effect, or another doubt; inactive = no such curve, though single readings can be large; an effect the other way counts as inactive or inconclusive. A portion of the library, so the mix of outcomes need not match the whole.

SMILES | TRHR enhancer | Anesthetic bind | RXFP1 ag | RXFP1 antag | D1 antagonist | D1 ag | TRHR agonist | D2 potentiator | D1 potentiator
C=CCN(C(=O)C1=NN(C2CCS(=O)(=O)C2)C(=O)CC1)c1nc(-c2ccc([N+](=O)[O-])cc2)cs1 (centres undefined) | -11 | -19% | -0.8% | 6 | -14 | 11 | 8.0 | 1 | 0
c1cc(-c2nn[nH]n2)ccc1CN1CCCCC1 | -2 | 3% | -0.4% | 4 | -8 | 1 | 0.5 | 2 | -3
COc1ccc(C(CNC(=O)c2cccc(S(=O)(=O)Nc3ccccc3Cl)c2)N2CCOCC2)cc1 (centres undefined) | 1 | · | 3.9% | -12 | -12 | 2 | -0.1 | 7 | 3
COc1cc(CCC(=O)OCC(=O)Nc2ccc3c(c2)OCO3)cc(OC)c1OC | 10 | -3% | -2.9% | 21 | -21 | 3 | -0.2 | -3 | -3
Cc1nc(Nc2ccc(S(=O)(=O)N3CCCCC3C)cc2)c2nnn(Cc3ccccc3)c2n1 (centres undefined) | -7 | -10% | 0.3% | 0 | 36 | 3 | 0.3 | 3 | 4
CCCCCCSc1ccc(-c2nc3ccccn3c2NCCCC)cc1 | 6 | · | 11% | · | -5 | 1 | 0.2 | 3 | 1
C=CCn1cc(-c2cccc(Cl)c2)cc(C#N)c1=O | 0 | 5% | 3.0% | -4 | 13 | 0 | -0.5 | 10 | 0
Cc1ccsc1/C=N/NC(=O)CO | 2 | -2% | 0.5% | -6 | 7 | 4 | -0.1 | 3 | 5
O=C1c2ccccc2C(=O)N1CNc1ccccc1 | -8 | -1% | 2.1% | 3 | 18 | 0 | 0.3 | 16 | -5
Cc1c(/C=N/NC(=O)C2(O)c3ccccc3-c3ccccc32)cnn1C | -11 | 5% | -0.5% | 1 | -16 | 3 | 1.0 | -2 | -8
CCc1cccc(NC(=O)CCCSc2nc3ccccc3[nH]2)c1 | -8 | -11% | 1.2% | 3 | -36* | 13 | -2.1 | -8 | -6
Cc1cc(C)cc(Oc2c(C(F)(F)F)oc3c(CN4CCCC(C)C4)c(O)ccc3c2=O)c1 (centres undefined) | 2 | 4% | 1.4% | -3 | 7 | -1 | -0.3 | 2 | -3
COc1cc(/C=C/C(=O)N2CCC=CC2=O)cc(OC)c1OC | -2 | 6% | 3.0% | · | 14 | -3 | 0.5 | 8 | -4
COc1cc2c(cc1OC)C(C)N(C(=O)c1cc3c(s1)-c1ccccc1OC3)CC2 (centres undefined) | -3 | 134%[activator] | 1.4% | -34 | 15 | 3 | 0.9 | 3 | -3
CCn1c(SCC(=O)OC)nc2sc3c(c2c1=O)CC(C)(C)OC3 | 4 | -10% | 1.0% | -13 | 3 | 1 | 0.1 | 3 | 2
CN1CCN(C(=S)NC(=O)/C=C/c2ccccc2Cl)CC1 | 10 | -9% | -1.2% | 1 | 11 | -1 | -1.0 | 12 | -4
COc1ccc(OCC(=O)Nc2ncc3c(n2)CC(C)(C)CC3=O)cc1 | 16 | -22% | 1.1% | -17 | 7 | 1 | -0.1 | 10 | -3
Cc1ccccc1NC(=O)c1ccc2c(O)c(S(=O)(=O)c3ccccc3)c(=O)[nH]c2c1 | 3&7 | 6%&4% | -0.4%&-1.2% | 8&-13 | 12&-15 | 5&1 | 0.3&1.0 | 5&4 | 0&-4
Nc1c(-c2ccncc2)cc[nH]c1=O | -7 | · | · | · | 0 | 18 | 1.5 | · | 0
Cc1c(Cc2ccc3c(c2)OCO3)sc(NC(=O)c2ccccc2)c1C(N)=O | -5 | 124%[activator] | 19% | -1 | 13 | 2 | 0.4 | -3 | -2
CC(C)[C@H](NC(=O)NCc1ccc(Cl)cc1)C(=O)O | 0 | 8% | -0.5% | -5 | 16 | -2 | 0.5 | -5 | -1
CC(C)CC(=O)NC1(C(F)(F)F)C(=O)Nc2c1c(=O)n(C)c(=O)n2C (centres undefined) | 2 | -3% | 0.6% | -6 | -15 | 3 | 0.4 | 16 | 2
CC1CCN(S(=O)(=O)c2cccc(C(=O)Nc3nncs3)c2)CC1 | -8 | -5% | -2.8% | -21 | -13 | 1 | 0.4 | -2 | -2
Cc1ccccc1OCCC(=O)OCC(=O)NC1CC1 | 5 | · | 1.5% | -1 | -1 | 2 | 0.1 | -1 | -4
C=CCOC(=O)C1=C[C@@H](c2ccc3c(c2)OCO3)C[C@@H](OCc2ccc(CO)cc2)O1 | -2 | -17% | -1.5% | · | 16 | 2 | 0.1 | 0 | -1
Cc1ccccc1OCc1nc2ccccc2c(=O)n1/N=C/c1c[nH]c2ccccc12 | -3 | 2% | 3.9% | -5 | -11 | 0 | 0.0 | 3 | -2
COc1ccc(Br)c2c1-c1nc(NC(=O)c3ccc(F)cc3)sc1C2 | 6 | 9% | 7.9% | -4 | 5 | 8 | -0.8 | 6 | -1
C#Cc1cccc(C(=O)NC2CCCN(C3Cc4ccccc4C3)C2)c1 (centres undefined) | -2 | -15% | 0.6% | 12 | -3 | 4 | 0.4 | -24 | -6
COc1ccccc1N1CCN(C(=O)C2CCN(S(=O)(=O)c3cnc[nH]3)CC2)CC1 | 3 | -4% | -0.4% | 0 | 12 | 2 | 0.7 | -2 | 1
COc1ccc(N(C(=O)Cn2nnc3ccccc32)C(C(=O)NCc2ccco2)c2ccncc2)cc1 (centres undefined) | 0 | -15% | 4.5% | -7 | 1 | -2 | 0.3 | -2 | 2
O=Cc1cccc(Oc2ccc([N+](=O)[O-])cc2[N+](=O)[O-])c1 | -12 | ? | -1.3% | -1 | -3 | 0 | -1.2 | 0 | 1
CC1CCCCC1NC(=O)CCC(=O)N1CCOc2ccc(Cl)cc21 (centres undefined) | -10 | -23% | -1.8% | -12 | -3 | -1 | -0.9 | -23 | 2
OCCN1CCN(CC(O)C(F)(F)F)CC1 (centres undefined) | -4 | -2% | -0.4% | -5 | · | 1 | 0.0 | 9 | -3
Cc1ccc(CNC(=O)c2ccccc2NC(=O)CSc2nnnn2C)cc1 | -6 | -13% | 2.2% | -4 | 19 | 2 | -0.1 | -2 | -2
COc1ccc(N(C(=O)c2cccnc2)S(=O)(=O)c2ccccc2)cc1 | 17 | -13% | 3.6% | -1 | -3 | 1 | 0.3 | 9 | -1
CCCCNC(=O)c1nn(-c2ccc(C)cc2)c(=O)n(C)c1=O | 2 | -9% | -0.2% | -1 | -8 | 0 | 0.1 | -2 | -2
Cc1ccc2cc(CN(Cc3ccco3)C(=O)c3ccco3)c3nnnn3c2c1 | 3 | 0% | 4.8% | 3 | -5 | 0 | 0.9 | 3 | -4
COC(=O)[C@H](Cc1ccccc1)NC(=O)O[C@H]1C(=O)c2ccc(OC)cc2O[C@@H]1c1ccc2c(c1)OCO2 | -1 | 1% | 2.6% | · | 13 | 0 | 0.6 | 0 | -3
COc1ccc(-c2cc(C(=O)Nc3ccc(S(N)(=O)=O)cc3)c3ccccc3n2)cc1OC | 7 | 35%[activator] | 6.4% | 12 | 3 | 5 | 1.1 | 9 | -4
COc1ccc(NC(=S)N2CCNC(=O)C2CC(=O)Nc2ccc(C)cc2)cc1 (centres undefined) | 12 | 4% | 2.8% | 10 | 7 | 0 | 0.4 | -2 | -4
O=C(NC1CCCC1)c1ccc(CS(=O)(=O)c2cccc(C(F)(F)F)c2)o1 | -10 | -17% | 1.0% | -9 | -11 | 4 | -0.5 | -7 | -8
Cc1ccc(Cc2cnc(NC(=O)/C(C#N)=C/c3ccc(-c4ccccc4[N+](=O)[O-])o3)s2)cc1 | -3 | -12% | 0.5% | -15 | -4 | 4 | 0.0 | · | -7
Cn1cccc1/C=C1\SC(=S)N(Nc2ccccc2)C1=O | 5 | -2% | -2.5% | 5 | -25 | 22 | 5.0 | -2 | -2
Cc1cccc(N2C(S)=C(C#N)C(=O)NC2c2cccs2)c1 (centres undefined) | 3 | -12% | 4.8% | -10 | -3 | 3 | -0.3 | 14 | -1
Cc1ccc(N(CC(=O)Nc2ccc(Br)cc2)S(=O)(=O)c2cccs2)cc1 | 2 | 2% | 2.4% | · | -5 | 5 | 0.7 | 16 | 2
O=C(N/N=C/c1ccc(C(=O)O)cc1)C(=O)N1CCCCCC1 | 3 | -1% | -1.0% | 14 | -17 | 1 | 0.4 | 7 | -2
CC1(C)CC(=O)/C(=C(/O)CCCN2C(=O)c3ccccc3C2=O)C(=NC(C)(C)C)C1 | -6 | -11% | -2.6% | -10 | 9 | -1 | -1.3 | 1 | -2
O=C(CSc1ccccc1)NNC(=O)c1ccccc1O | 6 | ? | -1.0% | 11 | -14 | 1 | 1.3 | 3 | -8
COc1cccc(-c2nn(C)c3sc(C(=O)NCc4ccccn4)cc23)c1 | 4 | 0% | 1.1% | 11 | -7 | 2 | -0.3 | -11 | -1
O=C(NCc1ccccc1F)C(=O)NCC1OCCCN1S(=O)(=O)c1cccs1 (centres undefined) | 3 | -22% | 5.0% | -21 | 3 | 1 | -0.7 | · | -4
COc1ccc(/C=c2\s/c(=C/C(=O)c3ccc(C)cc3)[nH]c2=O)cc1OC | 7 | -11% | -0.6% | -7 | -6 | 64* | 36* | 11 | -6

A run of entries taken from the entries so far, as a working copy:
SMILES | TRHR enhancer | Anesthetic bind | RXFP1 ag | RXFP1 antag | D1 antagonist | D1 ag | TRHR agonist | D2 potentiator | D1 potentiator
O=C(N/N=C/c1ccc(C(=O)O)cc1)C(=O)N1CCCCCC1 | 3 | -1% | -1.0% | 14 | -17 | 1 | 0.4 | 7 | -2
CC1(C)CC(=O)/C(=C(/O)CCCN2C(=O)c3ccccc3C2=O)C(=NC(C)(C)C)C1 | -6 | -11% | -2.6% | -10 | 9 | -1 | -1.3 | 1 | -2
O=C(CSc1ccccc1)NNC(=O)c1ccccc1O | 6 | ? | -1.0% | 11 | -14 | 1 | 1.3 | 3 | -8

Assay outcomes as filed in PubChem.
